Screens from PubChem.
VHR inh abs = DUSP3 (human) phosphatase inhibition | P51452 | recombinant VHR phosphatase, pNPP absorbance | inhibition, % at 13.3 µM | 0.52% of 290,000 active | AID 1654; in the data active means inhibition above about 50%; further: some compounds called inactive have numbers as strong as hits
Target sequence (P51452 whole entry, looked up): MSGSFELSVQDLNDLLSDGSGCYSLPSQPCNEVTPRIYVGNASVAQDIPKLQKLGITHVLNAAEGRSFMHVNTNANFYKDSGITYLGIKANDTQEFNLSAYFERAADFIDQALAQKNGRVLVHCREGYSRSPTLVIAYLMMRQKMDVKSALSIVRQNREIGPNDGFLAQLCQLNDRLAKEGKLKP
3CLpro inhibitor = SARS-CoV 3CLpro protease inhibition; 0.14% of 290,000 active; inhibition, % at 6 µM; AID 1706; recombinant SARS-CoV 3CLpro, quenched FRET peptide cleavage; in the data active means inhibition above about 12%
PriA SSB inh = blocks PriA binding to SSB C-terminal tail; inhibition, % at 33 µM; 0.6% of 430,000 active; AlphaScreen SSBct-PriA binding, biotinylated peptide; in the data active means inhibition mostly above about 37%, no sharp cut-off; inactive means mostly below about 20%;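 further: plate controls were negative control peptide for no effect and reference peptide for full effect; strong numbers were not always called active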
CCHFV vOTU inh = blocks the CCHF virus ovarian tumor domain protease; CCHFV vOTU protease, Pep-AMC fluorescence; inhibition, % at 11.5 µM; 0.55% of 370,000 active; AID 651958; in the data active means inhibition above about 30%; further: 0% = vehicle wells with enzyme and 100% = no enzyme wells
Yp Topo-I inh = inhibitors of Yersinia pestis topoisomerase I | Y. pestis Topo-I cleavage product accumulation, plate reader | activity, % at 10 µM | 0.064% of 360,000 active | AID 504884; in the data active means activity above about 50%, passing the limit was not always enough; further: inactives centre near 2
PrPC surface inh = cell surface PrPC inhibition, primary TR-FRET screen; TR-FRET read-out; P04156; inhibition, % at 13.8 µM; 0.43% of 370,000 active; AID 720596; in the data active means inhibition above about 24%; further: 0% = median of the test wells and 100% = reference compound wells
Rv3671c inh = Rv3671c (M. tuberculosis) protease inhibition | 0.048% of 320,000 active | P9WHR9 | AID 2606 | inhibition, % at 5.96 µM; in the data active means inhibition above about 38%;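 further: extracellular domain of Rv3671c used as enzyme; 0% = enzyme with DMSO and 100% = no enzyme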
Target sequence (P9WHR9 whole entry, looked up, the tested form may be a part): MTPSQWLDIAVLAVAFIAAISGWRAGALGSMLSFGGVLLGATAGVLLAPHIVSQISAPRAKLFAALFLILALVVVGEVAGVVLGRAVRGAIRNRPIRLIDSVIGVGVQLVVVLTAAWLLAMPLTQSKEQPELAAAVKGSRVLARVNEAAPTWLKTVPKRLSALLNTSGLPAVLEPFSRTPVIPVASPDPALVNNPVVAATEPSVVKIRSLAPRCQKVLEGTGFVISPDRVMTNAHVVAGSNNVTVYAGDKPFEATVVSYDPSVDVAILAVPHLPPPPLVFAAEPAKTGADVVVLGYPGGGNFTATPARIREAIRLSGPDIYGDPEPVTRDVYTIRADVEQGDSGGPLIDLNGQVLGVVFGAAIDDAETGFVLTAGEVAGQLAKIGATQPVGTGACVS
Vc quorum ag = quorum light induction in luxS cqsA deficient V. cholerae; V. cholerae BH1578 lux reporter, luminescence, 6 h; 0.16% of 350,000 active; activation, % at 18.7 µM; in the data active means activation mostly above about 9.7%, no sharp cut-off; further: not every result past the cut was called active; inactives centre near 0; reference of the scale not given here
MazF activator = activators of E. coli MazEF toxin-antitoxin RNase | AID 504720 | P0AE70 | activation, % at 20 µM | FAM/BHQ RNA-DNA oligo cleavage fluorescence, 5 h | 0.32% of 350,000 active; in the data active means activation above about 50%
Target sequence (P0AE70 whole entry, looked up): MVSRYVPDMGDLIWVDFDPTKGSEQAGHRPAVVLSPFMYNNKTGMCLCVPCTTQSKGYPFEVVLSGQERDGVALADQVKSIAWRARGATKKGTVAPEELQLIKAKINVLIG
TcdB GH inh = blocks C. difficile toxin B glycohydrolase activity | P18177 | TcdB glycohydrolase enzymatic assay, plate reader | inhibition, % at 9.99 µM | 0.24% of 350,000 active | AID 652162; in the data active means inhibition above about 10%
Active calls of the source: *; i = inactive; . = not tested or not shown; & = joins results of further samples. A portion of the library; rates above refer to the full screens.

SMILES | VHR inh abs | 3CLpro inhibitor | PriA SSB inh | CCHFV vOTU inh | Yp Topo-I inh | PrPC surface inh | Rv3671c inh | Vc quorum ag | MazF activator | TcdB GH inh
CCOC(=O)C1CCN(C(=O)CCCOc2ccccc2)CC1 | 17 | 5 | -22 | 6 | -3 | 5 | -3 | i | 1 | -0.5
CCC(C(=O)N1CCN(S(C)(=O)=O)CC1)c1ccccc1 (configuration not stated) | 8 | -1 | 3 | 19 | 2 | 0 | -1 | -0.2 | -2 | 0.3
O=C(Nc1ccc(C(F)(F)F)cc1)c1ccc(NC(=O)C2CCCO2)cc1 (configuration not stated) | -12 | -3 | 8 | . | -2 | . | 1 | i | 2 | .
NS(=O)(=O)c1ccc(CNC(=O)c2cccnc2Cl)cc1 | -29 | -3 | -1 | 6 | 4 | -3 | 8 | -0.4 | -4 | 1.0
CC1CN(Cc2nc3ccccc3c(=O)[nH]2)CC(C)O1 (configuration not stated) | 30 | 1 | -13 | -2 | -1 | -3 | 16 | 1.5 | 3 | 0.6
CC(C)c1ccc(CN(C(=O)c2cc3ccccc3oc2=O)C2CCS(=O)(=O)C2)cc1 (configuration not stated) | 37 | -3 | -1 | 3 | 4 | 0 | 1 | 0.0 | -1 | .
COc1ccc2c(c1)c(C(=O)CNc1nc(C)cs1)c(C)n2C | 21 | -7 | 33 | 10 | -6 | 3 | 7 | i | 7 | .
COCOc1cccc(CN2CCC2(C)C(=O)Nc2ccc3c(c2)OCO3)c1 (configuration not stated) | . | . | . | 1 | 18 | 3 | . | 1.2 | . | -0.9
Cc1cc(C(=O)NP(=O)(N2CC(C)OC(C)C2)N2CC(C)OC(C)C2)c(C)n1C1CC1 (configuration not stated) | 26 | 2 | -14 | -5 | -12 | 5 | -6 | -0.8 | 8 | 0.3
Cc1ccc(C(=O)NN2C(=O)C3C4C=CC(C5CC45)C3C2=O)cc1 (configuration not stated) | 16 | 0 | -16 | -1 | 9 | 1 | 3 | -0.3 | 10 | 1.9
CCCOC(=O)NC1C(NC(=O)OCCC)N(C)C(=O)N1C (configuration not stated) | -10 | -5 | -13 | 1 | 2 | 2 | -4 | i | 5 | .
O=C(NCCNc1ccccc1[N+](=O)[O-])c1cc(F)c(F)cc1Cl | 26 | 3 | -3 | -2 | -7 | -25 | -2 | i | 3 | 0.2
COc1ccc(-n2cnnc2SCC(=O)N2CCN(c3ccccc3)CC2)cc1 | 35 | 0 | -10 | -4 | 11 | -3 | -3 | -1.2 | 0 | .
CCOc1ccccc1NC(=O)c1cc(C(=O)c2cc(OC)ccc2O)coc1=N | -4 | 1 | 19 | 4 | -2 | 5 | -10 | -0.2 | -19 | .
COc1cccc(-c2cc3nc4c(c(NCC(C)(C)CN(C)C)n3n2)CCCC4)c1 | 4 | 4 | 13 | 23 | 5 | -2 | 0 | 0.4 | -4 | -0.6

Part of the list above, showing only Yp Topo-I inh and Vc quorum ag.
structure	Yp Topo-I inh	Vc quorum ag
CCCOC(=O)NC1C(NC(=O)OCCC)N(C)C(=O)N1C (configuration not stated)	2	i
O=C(Nc1ccc(C(F)(F)F)cc1)c1ccc(NC(=O)C2CCCO2)cc1 (configuration not stated)	-2	i
NS(=O)(=O)c1ccc(CNC(=O)c2cccnc2Cl)cc1	4	-0.4
CCOc1ccccc1NC(=O)c1cc(C(=O)c2cc(OC)ccc2O)coc1=N	-2	-0.2

Entries from the list above with a halogen, in the order listed:
SMILES | VHR inh abs | 3CLpro inhibitor | PriA SSB inh | CCHFV vOTU inh | Yp Topo-I inh | PrPC surface inh | Rv3671c inh | Vc quorum ag | MazF activator | TcdB GH inh
O=C(Nc1ccc(C(F)(F)F)cc1)c1ccc(NC(=O)C2CCCO2)cc1 (configuration not stated) | -12 | -3 | 8 | . | -2 | . | 1 | i | 2 | .
NS(=O)(=O)c1ccc(CNC(=O)c2cccnc2Cl)cc1 | -29 | -3 | -1 | 6 | 4 | -3 | 8 | -0.4 | -4 | 1.0
O=C(NCCNc1ccccc1[N+](=O)[O-])c1cc(F)c(F)cc1Cl | 26 | 3 | -3 | -2 | -7 | -25 | -2 | i | 3 | 0.2

Rewritten with values under each structure: 3 of the compounds above
Each structure is followed by: VHR inh abs, 3CLpro inhibitor, PriA SSB inh, CCHFV vOTU inh, Yp Topo-I inh, PrPC surface inh, Rv3671c inh, Vc quorum ag, MazF activator, TcdB GH inh
COc1ccc(-n2cnnc2SCC(=O)N2CCN(c3ccccc3)CC2)cc1
 : 35, 0, -10, -4, 11, -3, -3, -1.2, 0, .
CCOc1ccccc1NC(=O)c1cc(C(=O)c2cc(OC)ccc2O)coc1=N
 : -4, 1, 19, 4, -2, 5, -10, -0.2, -19, .
COc1cccc(-c2cc3nc4c(c(NCC(C)(C)CN(C)C)n3n2)CCCC4)c1
 : 4, 4, 13, 23, 5, -2, 0, 0.4, -4, -0.6

Later entries
SMILES | VHR inh abs | 3CLpro inhibitor | PriA SSB inh | CCHFV vOTU inh | Yp Topo-I inh | PrPC surface inh | Rv3671c inh | Vc quorum ag | MazF activator | TcdB GH inh
Cc1noc(C)c1CSc1ccc2ccccc2n1 | 9 | -4 | -15&-32 | 8 | 26 | 9 | -2 | i | -2 | .
CCC(C)(CCNC(=O)Cc1ccccc1)c1ccccc1OC (configuration not stated) | 18 | 5 | -14 | 11 | 21 | 5 | -7 | -0.3 | -1 | -0.7
NC(=O)[C@@H]1CCCN1Cc1nc(-c2ccccc2)no1 | 8 | 6 | -6 | -1 | 3 | 2 | -4 | -0.3 | 5 | 1.6
CC1CCCN(c2ccc(N)cc2C(N)=O)C1 (configuration not stated) | -5 | 3 | -7 | 13 | 3 | 0 | 5 | -0.5 | 1 | -4.8
CCC(=O)N1CCCC(C(=O)NCc2ccc(C(C)C)cc2)CC1 (configuration not stated) | . | . | . | -13 | -3 | -7 | . | -0.3 | . | -0.8
Cc1cc(C)cc(NC(=O)CSc2nnc(NC(=O)C3CC3)s2)c1 | -12 | -4 | 0 | 2 | 1 | -3 | 6 | -0.9 | -5 | 3.5
COc1ccccc1/C=C/C1=NC(=C\C=C/c2ccccc2)/C(=O)O1 | -17 | 2 | -3 | 18 | 4 | -5 | -8 | i | -15 | -0.6
CCn1c(C(=O)NC(C)c2ccc3c(c2)OCCO3)cc2sccc21 (configuration not stated) | 42 | 2 | 0 | 3 | -5 | 3 | 4 | 1.2 | -1 | 3.0
O=C(Nc1ccc2c(c1)OCCO2)Nc1ccc2c(c1)OCO2 | 8 | 3 | 11 | 3 | -8 | 9 | 6 | 0.4 | 3 | 0.4
COC(=O)/C(N=Nc1cccc(C(F)(F)F)c1)=C(\C)O | 13 | 3 | . | 10 | -2 | -5 | -6 | -1.2 | 6 | .
COc1cc(C(CC(=O)Nc2cccc(C)n2)N2Cc3ccccc3C2=O)cc(OC)c1OC (configuration not stated) | 13 | 7 | -4 | 21 | 2 | 11 | -9 | i | -4 | 1.9
Cn1c(=O)[nH]c(=O)c2c1nc1n2CCS1 | 14 | 1 | -1 | -16 | 2 | 5 | 7 | 2.9 | 6 | 0.4
Cc1nnc(SCC(=O)Nc2ccc(N3CCN(S(C)(=O)=O)CC3)cc2)o1 | 30 | -4 | -1 | 10 | 6 | -3 | 2 | -0.3 | -5 | 1.2
COc1cc(CN2CCC(C(N)=O)CC2)ccc1OCc1ccccc1 | 25 | 0 | 3 | -3 | -1 | 2 | 10 | i | 5 | 0.8
Cc1cc(C)c(Nc2ncccc2C(=O)O)c(C)c1 | 3 | 2 | -3 | -9 | 3 | 1 | 0 | i | 15 | -0.3
COc1ccc(N(C(C)C(=O)N/N=C/c2cccnc2)S(C)(=O)=O)cc1 (configuration not stated) | 24 | 5 | . | 3 | 2 | 6 | -3 | -2.3 | 4 | 0.6
CC(CCN1CCN(c2ccccn2)CC1)c1ccccc1 (configuration not stated) | 9 | -3 | 5 | 18 | 3 | -9 | 4 | -0.4 | 6 | 1.1
CSc1cccc(N2CC(C(=O)NCCN3C(=O)S/C(=C\c4cccnc4)C3=O)CC2=O)c1 (configuration not stated) | . | . | -10 | 6 | 7 | -2 | -5 | 2.8 | -1 | 0.8
COc1cc(/C=C/C(=O)c2ccc(C)c([N+](=O)[O-])c2)cc(OC)c1O | 21 | 1 | -8 | 4 | 6 | -20 | 3 | i | -4 | .
CCOc1ccc(CC2NCCc3cc(OCC)c(OCC)cc32)cc1OCC (configuration not stated) | -1 | -1 | 13 | 6 | 21 | 4 | 0 | 0.9 | -8 | 1.3
Cc1cc(C)c(OCC(=O)NCC2COc3ccccc3O2)c(C)c1 (configuration not stated) | . | . | -18 | 19 | 35 | 0 | -3 | -7.1 | -3 | -6.6
Cc1ccsc1CN(C)C(=O)CN1C(=O)NC2(CCCCC2C)C1=O (configuration not stated) | . | . | -7 | 1 | 4 | -7 | -9 | -2.1 | 4 | 0.9
COc1ccc(OCCN2CCC(C(=O)NC(c3ccc(C)cc3)c3ccccn3)CC2)cc1 (configuration not stated) | . | . | . | 0 | -3 | -6 | . | -0.3 | . | -12
CCC(C)NC(=O)c1ccc(CNS(=O)(=O)c2ccc3c(c2)C(C)(C)C(=O)N3C)cc1 (configuration not stated) | 17 | -4 | -4 | -1 | -4 | -3 | 8 | -0.3 | 107* | 0.6
CCOc1ccc(N2C(=O)C3CC(C)=C(C)CC3C2=O)c([N+](=O)[O-])c1 (configuration not stated) | 49 | 6 | 14 | 6 | -6 | -3 | -6 | i | -4 | .
CCCCCC(=O)Nc1ccc(N2CCN(S(C)(=O)=O)CC2)cc1 | 9 | 5 | -21 | -9 | 7 | 0 | 8 | -2.5 | 5 | .
COc1ccc(NC(=O)Nc2nnc(Cc3ccc(F)cc3)s2)cc1 | -1 | -2 | -6 | -6 | 7 | 5 | . | i | -83 | 0.6
CCc1nnc(NC(=O)CCC(=O)NC2CCCCC2)s1 | 22 | 1 | 0 | 6 | 3 | -5 | 11 | i | 8 | .
CCN(CC)C(=O)CC(c1ccc2c(c1)OCO2)c1c(OC)cc(OC)c2ccc(=O)oc12 (configuration not stated) | 11 | . | 6 | 9 | 10 | -6 | -2 | -0.5 | 12 | 0.5
CC(C)CN(C(=O)c1cc2ccccc2o1)c1c(N)n(CC(C)C)c(=O)[nH]c1=O | 18 | -2 | 3 | -7 | -2 | -2 | -2 | i | -2 | .
COc1ccc(S(=O)(=O)NNC(=O)Nc2ccc(C)cc2)c(OC)c1 | 6 | 0 | -7 | -4 | 8 | -6 | 1 | i | 0 | 4.4
CN(C)c1cc[n+](CC(=O)Nc2cc(C(F)(F)F)ccc2Cl)cc1 | 20 | -1 | -11 | -4 | 0 | 3 | -2 | -0.4 | 5 | 1.3
O=C(Nc1ccccc1)N1CCCC(CNS(=O)(=O)Cc2ccccc2)C1 (configuration not stated) | -5 | 5 | -7 | -3 | -9 | 7 | 8 | -0.2 | 0 | -0.9
